Assay outcomes as filed in PubChem.
Pf Dd2 growth = P. falciparum Dd2 growth inhibition. 2.3% of 94,000 active. activity change, % at 10 µM. SYBR Green, 72 h; stronger effect = lower value; in the data active = activity change below about -80%
C diff growth = C. difficile growth inhibition | Clostridium difficile clinical isolate growth, OD600, 24 h; stronger effect = lower value | growth activity, negative = inhibition, % at 16 µg/mL (by protocol) | 0.25% of 86,000 active;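 active = mean growth activity at or below -80% and every replicate also at or below -80%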;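 also: 0% = DMSO wells and -100% = levofloxacin 16 µg/mL wells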
Tcruzi prolif = blocks T. cruzi growth in NIH3T3 culture. AID 624255. inhibition, % at 8.34 µM. T. cruzi beta-gal in NIH3T3, GalScreen luminescence, 90 h. 5.9% of 77,000 active;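 active = mean inhibition above about 93%, with at least 55% of replicates each passing it, limit read from the data, passing the limit was not always enough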
GASC1 inh = inhibitors of human demethylase GASC-1 KDM4C; Q9H3R0; GST-KDM4C 2-372, H3K9me3 peptide, LANCE TR-FRET; inhibition, % at 12.5 µM; 0.15% of 96,000 active;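 active = mean replicate inhibition above about 25%, with at least 55% of replicates also reaching it, limit read from the data, passing the limit was not always enough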
Target sequence (Q9H3R0 2-372 limits assumed): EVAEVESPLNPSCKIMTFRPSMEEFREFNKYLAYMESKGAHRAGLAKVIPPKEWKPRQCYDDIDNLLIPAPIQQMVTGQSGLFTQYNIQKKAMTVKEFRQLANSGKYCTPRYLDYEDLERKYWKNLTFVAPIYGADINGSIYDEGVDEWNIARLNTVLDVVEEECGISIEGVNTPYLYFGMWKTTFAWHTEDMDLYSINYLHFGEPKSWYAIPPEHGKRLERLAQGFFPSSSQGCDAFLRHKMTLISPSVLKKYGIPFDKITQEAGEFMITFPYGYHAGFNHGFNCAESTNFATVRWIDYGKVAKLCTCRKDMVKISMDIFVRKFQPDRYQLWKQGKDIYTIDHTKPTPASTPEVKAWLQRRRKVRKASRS
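Assay system: GST-GASC-1 enzyme fragment 2-372 | Amount: 10 nM enzyme | Medium: HEPES buffer, pH 7.5, plus ascorbate | Reagent: H3K9me3 peptide substrate, Fe(II), 2-oxoglutarate | Doses: Single-point compound screen | Incubation: 30 min demethylation and 1 h detection at room temperature | Measured by: LANCE TR-FRET, excitation 340 nm, emissions 618 and 671 nm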
The depositor's hits bear a star; . = not tested or not shown; & = joins results of further samples.

canonical_smiles	Pf Dd2 growth	C diff growth	Tcruzi prolif	GASC1 inh
Cc1cc(C(=O)Nc2cccc3c2O[C@H](CN(C)Cc2ccc(-c4ccccc4)cc2)[C@@H](C)CN([C@H](C)CO)C3=O)n(C)n1	-40	25	109	0.1
CNC[C@@H]1Oc2ccc(NC(=O)Nc3ccc4c(c3)OCO4)cc2CC(=O)N([C@@H](C)CO)C[C@@H]1C	37	0	35	0.3
CO[C@H](CN(C)S(=O)(=O)c1ccc(C)cc1)[C@@H](C)CN(C(=O)Nc1ccccc1F)[C@H](C)CO	2	.	25	-1.5
Cc1nn(C)cc1NC(=O)C[C@@H]1CC[C@H]2[C@@H](COc3ccc(NC(=O)C(C)C)cc3C(=O)N2C)O1	-32	-1	30	10
O=C(C[C@H]1C=C[C@H](NC(=O)C2CCC2)[C@@H](CO)O1)NCc1ccncc1	17	1	-12	-2.7
Cc1cccc(S(=O)(=O)N(C)C[C@H]2OCc3ccccc3-c3ccccc3C(=O)N([C@H](C)CO)C[C@H]2C)c1	-36	.	57	-0.2
N#Cc1ccc(-c2ccc([C@@H]3[C@@H](CO)N4CCCCN(S(=O)(=O)c5ccccc5)C[C@H]34)cc2)cc1	9	9	37	-0.8
O=C(Nc1ccc2c(c1)[C@@H]1C[C@@H](CC(=O)N3CCc4ccccc4C3)O[C@H](CO)[C@@H]1O2)c1ccc2c(c1)OCO2	-5	-4	-8	2.2
C[C@H]1CN([C@@H](C)CO)S(=O)(=O)c2ccc(C3=CCCCC3)cc2O[C@@H]1CN(C)C(=O)CN(C)C	-27	-5	69	0.7
CN(C)CC#Cc1ccc([C@@H]2[C@H](CO)N3C(=O)CN(C(=O)c4cccc(F)c4)C[C@@H]23)cc1	-15	-3	.	3.1
C[C@@H]1CN([C@H](C)CO)C(=O)c2cc(N(C)C)ccc2O[C@@H](C)CCCCO[C@H]1CN(C)S(=O)(=O)c1ccc(Cl)cc1	-84*	-4	57	-0.7
CC(C)NC(=O)Nc1cccc2c1O[C@@H](CN(C)C(=O)Nc1ccc(C(F)(F)F)cc1)[C@@H](C)CN([C@H](C)CO)C2=O	-29	-9	27	0.3
Cc1ccc(S(=O)(=O)N(C)C[C@@H]2Oc3ccc(NS(C)(=O)=O)cc3CC(=O)N([C@H](C)CO)C[C@H]2C)cc1	-64	9	32	1.5
CN1C(=O)c2cc(NC(=O)c3ccc(F)c(F)c3)ccc2OC[C@H]2O[C@@H](CC(=O)N[C@@H]3CCN(Cc4ccccc4)C3)CC[C@@H]21	.	30	98*	-2.0
O=C(Nc1ccc2c(c1)[C@H]1C[C@H](CC(=O)N3CCCCC3)O[C@H](CO)[C@H]1O2)c1cccnc1	-4	-6	7	-0.2
COc1ccc(CN(C)C[C@H]2OCCCC[C@@H](C)Oc3ccc(NC(=O)Nc4ccc(OC)cc4)cc3C(=O)N([C@H](C)CO)C[C@@H]2C)cc1	-29	.	38	.
C[C@@H]1CN([C@H](C)CO)S(=O)(=O)c2ccc(/C=C/c3ccccc3)cc2O[C@H]1CN(C)C(=O)NC1CCCCC1	-25	30	.	10
C[C@H](CO)N1C[C@H](C)[C@H](CN(C)C(=O)CN(C)C)Oc2ncc(/C=C/c3ccccc3)cc2C1=O	31	-1	.	-1.0
C[C@@H]1CCCCO[C@@H](CN(C)C(=O)Nc2ccc(F)cc2)[C@@H](C)CN([C@@H](C)CO)C(=O)c2cc(NC(=O)CCCN(C)C)ccc2O1	-6	-3	.	1.1
C[C@@H]1CN([C@@H](C)CO)C(=O)c2cccc(NC(=O)C3CCOCC3)c2O[C@@H]1CN(C)C(=O)Nc1ccc(C(F)(F)F)cc1	-47	4	17	-0.1
CCNC(=O)C[C@H]1CC[C@@H]2[C@H](COc3ccc(NC(=O)c4ccc(F)cc4)cc3C(=O)N2C)O1	8	10	-17	0.4
COc1ccc2c3c([nH]c2c1)[C@H](CO)N(C(=O)c1ccncc1)CC31CN(C(=O)CC2CC2)C1	17	-2	.	-0.9
CCCNC(=O)N1C[C@@H](O)COC[C@@H]2O[C@H](CC(=O)N[C@H]3CCN(Cc4ccccc4)C3)CC[C@H]21	.	3&2	71	1.6
COCC(=O)N1C[C@H](C)[C@H](OC)CN(C)C(=O)c2cc(NC(=O)Nc3cccc(F)c3)ccc2OC[C@H]1C	4	.	51	1.4
CCCC(=O)Nc1ccc2c(c1)C(=O)N(C)C[C@@H](OC)[C@@H](C)CN[C@@H](C)CO2	.	0	4	0.3
CCNC(=O)C[C@@H]1CC[C@H]2[C@@H](COC[C@@H](O)CN2Cc2ccc(Cl)c(Cl)c2)O1	1	.	-3	-0.2
C[C@@H]1CN([C@@H](C)CO)C(=O)c2cc(NC(=O)C3CCCCC3)ccc2O[C@@H](C)CCCCO[C@@H]1CN(C)C(=O)C1CCCCC1	-63	-4	30	-1.1
N#C[C@@H]1[C@@H](c2ccccc2-c2ccccc2F)[C@@H](CO)N1C(=O)C1CCC1	-15	-2	.	-1.2
Cc1noc(C)c1NC(=O)N(C)C[C@@H]1Oc2ccc(NC(=O)CCC(F)(F)F)cc2CC(=O)N([C@H](C)CO)C[C@@H]1C	1	-3	16	0.5
C[C@@H]1CN([C@H](C)CO)S(=O)(=O)c2ccc(C#Cc3cccnc3)cc2O[C@@H]1CN(C)C	-51	-6	-18	-1.7
CN(C)C(=O)C[C@H]1C[C@@H]2c3cc(NC(=O)NC4CCCCC4)ccc3O[C@@H]2[C@H](CO)O1	23	.	2	-1.2
C[C@H]1CN([C@@H](C)CO)C(=O)c2cccc(NC(=O)Nc3ccccc3)c2O[C@H]1CN(C)C(=O)Nc1ccc2c(c1)OCO2	-17	.	21	0.7
C[C@H]1CN([C@@H](C)CO)C(=O)c2cc(-c3ccc(C(=O)N(C)C)cc3)cnc2O[C@H]1CN(C)C(=O)c1ccncc1	18	1	.	1.1
CNC(=O)C[C@@H]1CC[C@@H]2[C@@H](COc3ccc(NC(=O)Nc4c(C)noc4C)cc3C(=O)N2C)O1	-7	-1	-10	1.1
CO[C@H]1CN(C)C(=O)c2ccc(NC(=O)C3CCC3)cc2OC[C@H](C)N(C(=O)NC(C)C)C[C@H]1C	10	1	4	1.0
COc1ccc(NC(=O)N(C)C[C@@H]2Oc3c(NS(=O)(=O)c4cccs4)cccc3C(=O)N([C@H](C)CO)C[C@H]2C)cc1	19	-7	-80	-0.1
O=C(C1CCCCC1)N1CC(=O)N2[C@H](CO)[C@@H](c3ccc(Br)cc3)[C@@H]2C1	-2	2	.	-0.4
CCCN(C[C@H]1[C@@H](c2ccccc2)[C@H](CO)N1C(C)=O)C(=O)NC(C)C	0	-7	8	0.8
CO[C@H]1CC[C@@H]2CCOc3c(C#N)cccc3C(=O)N(C)[C@H](C)C(=O)N(C)C[C@H]1O2	20	.	3	-1.2
CC(C)NC(=O)Nc1ccc2c(c1)C(=O)N([C@H](C)CO)C[C@H](C)[C@H](CN(C)Cc1ccncc1)OCCCC[C@H](C)O2	20	-4	13	1.1

Brought forward from above: four entries; new compounds follow.
canonical_smiles	Pf Dd2 growth	C diff growth	Tcruzi prolif	GASC1 inh
O=C(C1CCCCC1)N1CC(=O)N2[C@H](CO)[C@@H](c3ccc(Br)cc3)[C@@H]2C1	-2	2	.	-0.4
CCCN(C[C@H]1[C@@H](c2ccccc2)[C@H](CO)N1C(C)=O)C(=O)NC(C)C	0	-7	8	0.8
CO[C@H]1CC[C@@H]2CCOc3c(C#N)cccc3C(=O)N(C)[C@H](C)C(=O)N(C)C[C@H]1O2	20	.	3	-1.2
CC(C)NC(=O)Nc1ccc2c(c1)C(=O)N([C@H](C)CO)C[C@H](C)[C@H](CN(C)Cc1ccncc1)OCCCC[C@H](C)O2	20	-4	13	1.1
C[C@@H]1CCCCO[C@H](CN(C)S(=O)(=O)c2cn(C)cn2)[C@@H](C)CN([C@@H](C)CO)C(=O)c2cc(NS(=O)(=O)c3cn(C)cn3)ccc2O1	20	-1	-29	1.4
O=C([C@@H]1[C@@H](CO)[C@@H]2Cn3c(ccc(-c4cccnc4)c3=O)[C@@H]2N1CC1CC1)N1CCCCC1	-22	2	7	6.6
CC=Cc1ccc2n(c1=O)C[C@@H]1[C@@H](CO)[C@H](C(=O)NCc3ccc(F)cc3)N(C)[C@H]21 (mixture of isomers)	8	-1	26	3.5
CN1C(=O)c2cc(NC(=O)c3cc(F)cc(F)c3)ccc2OC[C@@H]2O[C@@H](CC(=O)O)CC[C@@H]21	4	-7	59	-1.0
CCCNC(=O)N1CC2(CCN(S(C)(=O)=O)CC2)c2c(n(C)c3cc(OC)ccc23)[C@@H]1CO	62	7	.	-0.1
O=C(Nc1ccc(Cl)c(Cl)c1)N[C@H]1CC[C@@H](CCn2cc(C3CCCC3)nn2)O[C@H]1CO	-30	0	.	0.7
CNC[C@H]1Oc2ccc(NS(=O)(=O)c3c(C)noc3C)cc2CC(=O)N([C@@H](C)CO)C[C@H]1C	22	-1	42	-1.3
C[C@@H]1CN([C@H](C)CO)C(=O)CCCn2nncc2CO[C@@H]1CN(C)Cc1ccc2c(c1)OCCN2C	-3	.	-8	2.9
Cn1cnc(S(=O)(=O)N[C@H]2CC[C@@H](CC(=O)Nc3ccc(-c4ccccc4)cc3)O[C@@H]2CO)c1	9	-1	-7	-0.3
CCC(=O)N1CCCCN2[C@H](CO)[C@@H](c3ccc(C#Cc4ccccc4)cc3)[C@@H]2C1	15	-4	86	-0.9

The last two compounds of the part above are carried over, then new ones follow:
canonical_smiles	Pf Dd2 growth	C diff growth	Tcruzi prolif	GASC1 inh
Cn1cnc(S(=O)(=O)N[C@H]2CC[C@@H](CC(=O)Nc3ccc(-c4ccccc4)cc3)O[C@@H]2CO)c1	9	-1	-7	-0.3
CCC(=O)N1CCCCN2[C@H](CO)[C@@H](c3ccc(C#Cc4ccccc4)cc3)[C@@H]2C1	15	-4	86	-0.9
O=C(C[C@H]1CC[C@H]2[C@@H](COC[C@@H](O)CN2C(=O)Nc2ccc(Cl)cc2)O1)NCc1ccncn1	8	.	-3	0.0
C[C@@H](NC(=O)C[C@@H]1C[C@H]2c3cc(NC(=O)CC4CC4)ccc3O[C@H]2[C@@H](CO)O1)c1ccccc1	-9	2	-7	0.0
CC(=O)N(C)C[C@@H]1Oc2cc(C#Cc3ccccn3)ccc2S(=O)(=O)N([C@H](C)CO)C[C@@H]1C	-6	-5	-8	1.4
COc1ccc2c3c([nH]c2c1)[C@@H](CO)N(C)CC31CCN(C(=O)C2CC2)CC1	-67	-4	.	-0.5
Cc1noc(C)c1S(=O)(=O)N(C)C[C@H]1Oc2ccc(NC(=O)CCCCCC(=O)Nc3ccccc3N)cc2CC(=O)N([C@H](C)CO)C[C@H]1C	-27	2	59	-0.8
Cc1noc(C)c1S(=O)(=O)N(C)C[C@@H]1OCCCC[C@H](C)Oc2ccc(NC(=O)Cc3ccccc3)cc2C(=O)N([C@@H](C)CO)C[C@H]1C	-74	2	54	-2.3
C[C@@H]1CN([C@@H](C)CO)C(=O)c2cc(C3=CCCC3)cnc2O[C@H]1CN(C)Cc1ccccc1F	-8	.	.	0.3
C[C@@H]1CN([C@@H](C)CO)C(=O)c2c(c3ccccc3n2C)-c2ccccc2CO[C@@H]1CN(C)Cc1ccncc1	-56	.	-10	0.2
Cc1noc(C)c1S(=O)(=O)Nc1ccc2c(c1)C(=O)N([C@@H](C)CO)C[C@@H](C)[C@@H](CN(C)C(=O)CCC(F)(F)F)OCCCC[C@@H](C)O2	-22	-3	63	-0.7
Cc1ccc(-c2cnc3c(c2)C(=O)N([C@@H](C)CO)C[C@@H](C)[C@H](CN(C)CC2CCCCC2)O3)cc1	-66	1	110*	0.4
COc1cccc(-c2cn(CC[C@H]3CC[C@@H](NC(=O)CN(C)C)[C@@H](CO)O3)nn2)c1	-26	.	-19	-0.2
CN1C(=O)c2cc(NC(=O)NCc3ccccc3)ccc2OC[C@H]2O[C@@H](CC(=O)NCC3CCCCC3)CC[C@H]21	19	-2	54	-0.6
C[C@@H]1CN([C@H](C)CO)S(=O)(=O)c2ccc(C#Cc3ccc(F)cc3)cc2O[C@@H]1CN(C)CC1CC1	-32	19	28	-2.0
CC(=O)N(C)C[C@@H]1[C@@H](c2ccc(C#Cc3ccccn3)cc2)[C@@H](CO)N1C(C)=O	49	7	.	1.0
